N-glyco inh: N-linked glycosylation inhibition; reporter increase, % at 12.5 µM; D54 ERlucT glycosylation luciferase reporter, 24 h; percent of 100 nM tunicamycin response; AID 588692; 0.23% of 360,000 active;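 active means mean luciferase reporter signal, scaled so untreated is 0 and the glycosylation-blocking control 100, at or above a set limit in every replicate; inconclusive means mean reaches the limit but not every replicate does; inactive means mean below the limit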;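 further: luciferase carries N-glycosylation sites so blocking glycosylation raises the light; 0% = median of neutral control wells and 100% = median of 100 nM tunicamycin wells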
H9c2 protect: protects H9c2 cardiomyocytes from peroxide injury; H2O2 injury protection, ATPLite, 2 h; protection from H2O2 cell death, % at 20 µM; 0.63% of 360,000 active; AID 588492;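 active means compounds giving at least 50% protection of heart cells from peroxide-induced death in the single-dose screen, raw or plate-pattern-corrected value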;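 further: 0% = DMSO wells with peroxide and 100% = DMSO wells without peroxide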
ABCB6 inh 2: blocks the human ABCB6 transporter; Q9NP58; K562-ABCB6 porphyrin accumulation, flow cytometry, 1 h; active compounds read low; fluorescence ratio to DMSO, % at 10 µM; 0.19% of 360,000 active;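 active means fluorescence ratio to DMSO below 75%, the collection mean minus 3 SD; inconclusive means too few cells collected in the well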;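 further: signal is porphyrin accumulated inside mitochondria; 100% equals median channel fluorescence of DMSO control wells; lower ratio means ABCB6 inhibition with less porphyrin fluorescence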
PDI turbidity: PDI (human) enzyme inhibition | P07237 | PDI insulin aggregation turbidity, A650, 90 min | inhibition, % at 10 µM | 0.052% of 350,000 active | AID 588391;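 active means mean inhibition across replicates of 30% or more, whatever share of single replicates reach that level; inconclusive means mean inhibition below 30% while every single replicate reaches 30%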;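 further: absorbance from insulin aggregation driven by PDI reduction with DTT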
aDG glyco act: increases alpha dystroglycan glycosylation; Pro5-aDG cells, alpha-DG glycosylation AlphaScreen (IIH6); 0% Pro5, 100% B10-LARGE cell signal; activation, % at 10 µM; 0.22% of 360,000 active;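 active means activation of at least 8% versus controls, or a plate z-score of at least 8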;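 further: Pro5 are CHO cells carrying HIG-tagged alpha-DG that lacks glycosylation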
Vif inh: blocks HIV Vif function; HEK293T cells, Vif self-association by quenched fluorescence, imaging, 24 h; inhibition, % at 7.49 µM; 0.35% of 340,000 active; in the data active means inhibition above about 50%, passing the limit was not always enough; inconclusive means no clear call, values can overlap the other calls; inactive means below about 31%; further: some results filed as inactive read as strong as hits
CaV13 FRET inh: Disruptors of the CACNA1D IQ motif to Ca2+-dependent inactivation inhibitor domain association, primary screening, Förster resonance energy transfer in intact living …; AID 743397; 0.098% of 340,000 active; HEK cells, CFP/YFP FRET ICDI-IQ, plate reader, 10 min; percent FRET-ratio fall versus neutral wells; inhibition, % at 12.3 µM;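 active means mean replicate inhibition of at least 30% and at least 1% of replicates passing that level; inconclusive means only one of the two criteria is met; inactive means neither criterion is met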;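 further: 0% = median of the neutral control wells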
MC4R ag barr: human MC4R agonism via beta-arrestin | P32245 | U2OS MC4R beta-arrestin complementation, luminescence; percent of melanotan II response, DMSO zero | activation, % at 8.9 µM | 0.98% of 360,000 active;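 active means activation above a per-plate cutoff, the mean activation of sample wells on that plate plus 3 SD, cut at about 8% in these data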
Target sequence (P32245 whole entry, looked up): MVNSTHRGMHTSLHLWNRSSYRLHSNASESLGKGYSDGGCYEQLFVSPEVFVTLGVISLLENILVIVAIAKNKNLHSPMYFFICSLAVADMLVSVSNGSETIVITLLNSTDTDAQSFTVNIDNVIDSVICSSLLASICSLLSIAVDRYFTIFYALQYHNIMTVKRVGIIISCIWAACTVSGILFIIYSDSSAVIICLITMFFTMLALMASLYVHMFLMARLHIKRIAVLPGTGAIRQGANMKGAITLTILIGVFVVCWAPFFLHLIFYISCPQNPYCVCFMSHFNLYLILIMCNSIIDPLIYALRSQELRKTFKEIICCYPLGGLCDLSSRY
MC4R antag cAMP: human MC4R antagonism in cAMP assay. P32245. MC4R-expressing cells, MTII-stimulated cAMP, LANCE TR-FRET. inhibition, % at 6.5 µM. 0.48% of 360,000 active. AID 540295;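 active means inhibition above its plate's cutoff, the mean of tested wells on that plate plus 3 SD, cut at about 29% in these data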;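 further: 0% = Melanotan II alone and 100% = Melanotan II plus saturating MCL0020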
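System – human MC4R-expressing U2OS cells · Also added – Melanotan II · Dosing – one concentration, 6.5 µM nominal · Timing – 30-min compound, 1-h challenge, 1-h detection, room temperature · Measured by – Eu-cAMP/anti-cAMP TR-FRET, emission 671 nm · Replicates – singlicate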
HTR2A ag: activates the mouse 5-HT2A serotonin receptor; AID 624169; CHO-K1 mHTR2A beta-arrestin complementation, luminescence; percent of 30 µM serotonin response; activation, % at 7.6 µM; P35363; 0.66% of 360,000 active;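 active means activation above a run cutoff, the mean activation of all tested compounds plus 3 SD, cut at about 14% in these data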;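 further: 0% = plate median of compound wells and 100% = 30 µM serotonin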
Target sequence (P35363 whole entry, looked up): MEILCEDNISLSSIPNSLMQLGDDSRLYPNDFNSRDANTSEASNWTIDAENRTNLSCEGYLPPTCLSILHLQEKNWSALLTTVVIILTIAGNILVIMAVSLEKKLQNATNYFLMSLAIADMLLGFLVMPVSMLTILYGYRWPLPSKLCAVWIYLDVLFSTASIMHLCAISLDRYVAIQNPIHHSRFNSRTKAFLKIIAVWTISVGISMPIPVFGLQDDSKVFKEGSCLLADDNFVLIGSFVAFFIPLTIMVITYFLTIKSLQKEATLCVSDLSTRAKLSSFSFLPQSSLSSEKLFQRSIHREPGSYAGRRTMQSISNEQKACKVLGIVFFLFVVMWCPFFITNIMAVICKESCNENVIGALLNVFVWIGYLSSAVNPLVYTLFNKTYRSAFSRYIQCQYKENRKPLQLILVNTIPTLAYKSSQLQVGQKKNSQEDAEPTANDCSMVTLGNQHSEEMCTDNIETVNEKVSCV
The depositor's hits bear a star; ? = inconclusive; · = not tested or not shown.

SMILES	N-glyco inh	H9c2 protect	ABCB6 inh 2	PDI turbidity	aDG glyco act	Vif inh	CaV13 FRET inh	MC4R ag barr	MC4R antag cAMP	HTR2A ag
Cc1ccc(S(=O)(=O)NCC(=O)OCC(=O)N(Cc2ccccc2)C(C)(C)C)cc1	1	-16	105	6	0.1	6	-3	-1.7	13	-5
O=C(Nc1ccc2cn[nH]c2c1)c1ccc(S(=O)(=O)N2CCOCC2)cc1	0	0	99	-3	0.0	4	-5	1.0	-3	-2
CSc1ccccc1CNc1nc(NCC2CC2)nc2ccsc12	-1	-17	94	-10	0.3	·	-6	-0.1	-10	-11
CC(Sc1ccccc1)C(=O)Nc1ccc(N2CCOCC2)cc1 (stereo not drawn)	2	0	103	-2	-0.2	8	-5	-0.4	-3	3
CCN(CC)CCn1c(=S)[nH]c2cc(C(=O)N3CC(C)CC(C)C3)ccc2c1=O (stereo not drawn)	-4	3	102	2	0.1	-6	-4	-0.7	3	-3
Cc1cc(N)ccc1NC(=O)CN1CCCC1	2	5	97	4	-0.1	-1	-14	-1.5	2	-2
O=C(CSc1nnc(-c2ccco2)o1)Nc1c(F)cccc1F	3	4	95	5	0.2	-2	-5	-1.5	2	3
CCOc1ccc(N2CCc3c(C)nc(SC)nc32)cc1	21	-7	96	-2	-0.3	1	-2	1.3	5	1
CCN1CCCC1CN=Cc1c(O)n(-c2ccccc2)c(=O)c2ccccc12 (stereo not drawn)	-3	7	105	3	0.1	6	-5	-0.8	1	-1
OCCC1CN(Cc2ccc3nsnc3c2)CCN1C1CCCCC1 (stereo not drawn)	-1	2	101	-12	-0.4	3	-6	-0.2	3	-3
COc1cc2c(C(=O)N3CCN(Cc4ccc5c(c4)OCO5)CC3)cn(C)c(=O)c2cc1OC	-1	-2	94	-4	0.0	-6	-4	-0.2	14	-1
CCCCn1c(N)c(N(CC(C)C)C(=O)C2=COCCO2)c(=O)[nH]c1=O	-1	2	100	-6	-0.2	4	-6	0.8	1	2
CCN(C(=O)COC(=O)c1ccccc1NC(=O)c1ccco1)C1CCS(=O)(=O)C1 (stereo not drawn)	-3	2	102	2	-0.1	6	-4	0.9	2	-1
COc1ccc(-n2c(COc3cccc4ccccc34)nnc2SC(C)C(=O)O)cc1 (stereo not drawn)	1	-1	93	13	1.3	-3	-5	4.1	12	5
CCOC(=O)c1ccccc1NS(=O)(=O)c1ccc(S(=O)(=O)N2CCCC2)cc1	-2	-1	105	1	0.3	-4	-8	-0.4	3	-5
COC1=C/C(=C/c2c(N)n3nc(-c4ccc(C)cc4)sc3nc2=O)C=CC1=O	1	-3	110	4	-0.2	?	-6	-1.3	11	-2
CC(C)Oc1ccc(CNC(=S)N/N=C/c2cccnc2)cc1	4	-5	113	1	0.1	-12	·	-0.4	-1	-3
CCc1cc(Br)ccc1NC(=O)C1CCCO1 (stereo not drawn)	-2	2	101	7	0.1	5	-9	0.5	9	3
COc1ccc(NC(=O)c2cc(C3CCCCN3C(=O)c3cc(C(C)(C)C)nn3C)on2)c(C)c1 (stereo not drawn)	-2	-15	93	4	0.8	-10	-6	-1.0	-1	5
COCCCNC(=O)c1ccc(-c2c(C)noc2C)c2ccoc12	20	-4	102	-3	-0.3	22	-9	-0.4	0	-4
O=C(N/N=C/c1ccco1)C1(O)c2ccccc2-c2ccccc21	1	-2	99	0	0.1	1	-3	-1.3	15	-3
C[C@H](CO)N1C[C@H](C)[C@@H](CN(C)S(=O)(=O)c2ccc(Oc3ccccc3)cc2)OCc2cnnn2CCCC1=O	-3	-3	96	19	0.0	-11	-4	-0.4	10	-2
O=C(NC(c1ccccc1)c1ccccc1)C1CCCO1 (stereo not drawn)	1	19	96	15	-0.3	4	-6	-2.0	-5	0
CCc1noc(C)c1C(=O)OCC(=O)NCc1ccccc1OC	0	12	100	3	0.0	-8	-7	-2.3	-6	3
O=C(Nc1ccc(Br)cc1)c1ccccc1Br	-3	-4	105	18	0.6	-1	6	1.6	2	-4
Cc1ccc(/C=N/NC(=S)NC(C)C)o1	-1	2	102	-6	0.2	3	-3	-1.7	10	-4
CNC(=O)C1Cc2ccccc2CN1S(=O)(=O)c1cccs1 (stereo not drawn)	2	5	97	12	-0.1	1	-4	-0.5	6	-2
COc1cccc(N2CCN(C(=O)c3cc(-c4ccccc4)nc4c3cnn4C(C)C)CC2)c1	-3	-6	91	-13	-0.4	4	-7	5.5	8	-6
Cc1nn(Cc2ccc(Cl)cc2Cl)c(Cl)c1/C=C/C(=O)OCC(=O)NCC(F)(F)F	0	-11	94	8	0.2	·	·	1.1	1	0
CCOC(=O)CSc1nnc(Cn2c(=O)sc3ccccc32)n1-c1ccccc1C	-1	16	101	·	0.0	1	-2	-1.4	4	5
CCC1(NC(C)=O)CC2CC1CC2NC(C)=O (stereo not drawn)	3	2	91	-2	0.0	0	-5	-0.3	4	10
COc1cc(/C=N/NC(=O)c2ccc3c(c2)OCCO3)cc(Cl)c1O	2	-7	96	7	-0.1	-1	-3	1.5	-2	10
N#CCSc1nc2sc3c(c2c(=O)n1C1CCCCC1)CCCC3	-1	-4	98	-7	0.2	-3	0	-2.1	10	1
NC(=O)c1cc(C(=O)Cc2ccccc2)c[nH]1	1	2	99	0	-0.1	-17	-1	-0.9	-1	-5
COc1ccc(N2C(=O)S[C@@H]3CS(=O)(=O)C[C@@H]32)cc1	3	-2	97	-2	-0.1	2	-6	-0.9	5	5
COC(=O)c1sc(S(=O)(=O)N2CCCCC2)c(C(=O)OC)c1C	-3	3	91	-13	0.1	5	-5	-1.2	0	4
CN1CCN(C(=O)c2cccc(-c3cccc4nccn34)c2)CC1	3	1	102	9	0.0	9	-6	-2.1	-6	4
O=C(N/N=C/c1ccsc1)c1cc2ccccc2o1	2	2	97	7	-0.2	2	-5	-1.4	-2	-4
Cc1cc(C)n(-c2ccc(C(=O)Nc3ccc(C)c(S(=O)(=O)N4CCOCC4)c3)cc2)n1	10	-1	93	8	0.2	·	0	-0.7	14	-2
O=C(O)C1C2CCC(C2)C1C(=O)NCCC1=CCCCC1 (stereo not drawn)	0	1	101	15	-0.1	-2	-4	-0.2	3	6
c1ccc(N2CCN(c3c4c(nc5ncnn35)CCC4)CC2)cc1	-1	1	104	1	0.8	-8	-7	-0.9	11	4
CCOc1ccc(NS(=O)(=O)c2ccc(C(=O)NCCN3CCOCC3)cc2)cc1	3	-11	101	-1	-0.1	13	·	2.2	2	-2
O=C1CN(C(=O)CSc2nncs2)c2ccccc2N1	5	-5	98	-1	-0.5	-6	0	-0.6	-5	0
CSc1nsc(SC)c1NC(=O)Nc1ccccn1	2	-2	93	1	0.0	-5	-4	1.7	-3	-2
C=CCN(C1CCCCC1)S(=O)(=O)c1ccc2c(c1)oc(=O)n2C	-1	7	107	·	-0.3	-1	-3	-1.3	5	-2
O=C(NCC(=O)N1CCN(S(=O)(=O)c2cccs2)CC1)c1ccc(Cl)cc1	-3	16	96	-1	0.5	58*	-5	-3.2	-4	-1
Cc1ccc(-n2ncc3c(=O)n(-c4ccc(C)c(C)c4)c(-c4ccco4)nc32)cc1	-1	-4	96	-1	-0.1	26	-4	-1.4	-3	-3
CCc1nnc(NC(=O)CSc2nnc3c4ccccc4n(C)c3n2)s1	1	-2	96	2	-0.1	-3	·	-2.5	13	-1
Cc1cc(C)c(S(=O)(=O)Nc2ccc(OCC(=O)O)cc2)c(C)c1	-2	11	101	·	0.1	9	-2	-1.2	5	-2
Cc1ccccc1C(=O)OCC(=O)Nc1cccc(S(=O)(=O)NC2=NCCC2)c1	-1	6	100	9	-0.2	·	-2	-0.8	4	0
COCCCNC(=O)Cn1cc(C(=O)c2cccs2)c2ccccc21	0	9	99	-2	0.4	-3	-5	-1.4	6	-1
CCN(CC)S(=O)(=O)c1ccc(-c2nnc(SCc3nnc(-c4ccc(C)cc4)o3)o2)cc1	6	-11	102	0	-0.3	3	·	2.0	14	0
O=C(O)c1cc(/C=C/c2ccc(N3CCOCC3)c([N+](=O)[O-])c2)nc2ccccc12	-2	-16	101	0	0.0	17	-4	3.7	-1	4
N#C/C(=C\c1ccc(O)c(Br)c1)C(=O)NCc1ccccc1	3	2	93	3	0.0	-7	-2	-2.0	2	-3
CCOC(=O)C1=C(C)N=C2SC(C)C(=O)N2C1c1cccc(F)c1 (stereo not drawn)	-3	22	93	1	-0.5	·	-5	0.6	3	-1
O=S(=O)(c1ccccc1)N1CCN(CCOc2ccc(F)cc2)CC1	0	0	98	-3	-0.3	0	-6	0.1	5	-10
O=C(Nc1nc2ccccc2[nH]1)c1ccccc1[N+](=O)[O-]	0	0	95	-7	0.2	-5	-4	-1.6	16	2
COC(CNC(=O)c1ccc2c(c1)ncn2-c1cccc(F)c1)OC	-2	6	93	9	-0.4	31	-16	-1.3	17	0
COc1ccc(S(=O)(=O)N2CCN(Cc3ccco3)CC2)cc1	-3	2	104	5	0.0	-10	-2	-2.6	2	-6
Brc1ccc2c(c1)C(c1cccs1)=NNC(c1cccnc1)=N2	-4	-1	100	-1	-0.1	9	-5	-0.7	3	-3

The listing continues.
SMILES	N-glyco inh	H9c2 protect	ABCB6 inh 2	PDI turbidity	aDG glyco act	Vif inh	CaV13 FRET inh	MC4R ag barr	MC4R antag cAMP	HTR2A ag
COc1cc(NC(=O)Cc2ccc(OC)c(S(=O)(=O)N3CCOCC3)c2)c(OC)cc1Cl	5	5	98	-12	0.2	-4	-6	-6.1	8	-2
OC(Cn1cccn1)c1ccccc1 (stereo not drawn)	0	8	95	-1	0.0	·	·	-1.1	6	0
CC(C)N(Cc1ccccc1)C(=O)COC(=O)c1ccc2ncsc2c1	0	16	98	-2	-0.3	-7	-4	-1.7	7	8
Cc1ccc(S(=O)(=O)N2CCN(C(=O)COC(=O)c3cc(C)oc3C)CC2)cc1	-1	2	89	2	-0.2	-16	1	-2.5	6	-1
Cc1ccc(CC(=O)Nc2cccc(S(=O)(=O)N3CCOCC3)c2)cc1	1	2	99	-2	-0.2	-8	·	-4.3	17	-6
O=C(NC(c1ccc(Cl)cc1)c1cnccn1)C1CCN(CCCc2ccccc2)CC1 (stereo not drawn)	-3	2	103	-2	0.1	·	·	1.6	3	1
Cc1ccc([N+](=O)[O-])cc1NC(=O)CCc1ccccc1	-1	-7	93	5	0.1	0	-5	0.4	-2	1
COc1ccc(N(CC(=O)NCCSc2ccccn2)S(=O)(=O)c2ccccc2)cc1OC	-1	10	95	-4	0.0	-1	-3	-1.8	19	3

Fetched by structure from the list above (two):
SMILES	N-glyco inh	H9c2 protect	ABCB6 inh 2	PDI turbidity	aDG glyco act	Vif inh	CaV13 FRET inh	MC4R ag barr	MC4R antag cAMP	HTR2A ag
COc1ccc(N(CC(=O)NCCSc2ccccn2)S(=O)(=O)c2ccccc2)cc1OC	-1	10	95	-4	0.0	-1	-3	-1.8	19	3
CC(C)N(Cc1ccccc1)C(=O)COC(=O)c1ccc2ncsc2c1	0	16	98	-2	-0.3	-7	-4	-1.7	7	8

Compound activity from PubChem BioAssay.
